# Mtb BioA inh – BioA (M. tuberculosis) enzyme inhibition; purified M. tuberculosis BioA enzyme, plate reader; inhibition, % at 9.99 µM; actives 0.096% (n = 360,000); in the data active means inhibition above about 40%
# Starred values were filed as active, the others as inactive; & = joins results of further samples. Not all compounds are listed. The share of hits here may be higher or lower than overall.
SMILES,Mtb BioA inh
C[C@@H]1CN([C@@H](C)CO)C(=O)CCCn2cc(nn2)CO[C@H]1CN(C)C(=O)Nc1ccc(F)cc1,2.8&-1.4
C/C=C/c1ccc([C@H]2[C@H](CO)N(C(=O)CC)[C@H]2CNC(=O)C2CC2)cc1,1.0
COc1ccc(S(=O)(=O)N[C@@H]2CC[C@@H](CCn3cc(-c4cccc(F)c4)nn3)O[C@@H]2CO)cc1,2.2
C[C@@H]1CN([C@H](C)CO)C(=O)c2cc(NS(=O)(=O)c3cccs3)ccc2O[C@H]1CN(C)C(=O)Nc1ccccc1,-3.0
CCCN1C[C@@H](C)[C@H](OC)CN(C)C(=O)c2cc(NC(=O)c3ccccc3F)ccc2OC[C@H]1C,0.6
C[C@@H]1CN([C@H](C)CO)C(=O)c2cc(NC(=O)C3CCCCC3)ccc2O[C@@H](C)CCCCO[C@H]1CN(C)S(=O)(=O)c1ccc(F)cc1,-1.6
COCC#Cc1ccc2c(c1)O[C@H](CN(C)S(C)(=O)=O)[C@H](C)CN([C@H](C)CO)S2(=O)=O,4.9
CN1C(=O)c2cc(NS(C)(=O)=O)ccc2OC[C@H]2O[C@@H](CC(=O)N3CCOCC3)CC[C@@H]21,-4.8
C[C@@H]1CN([C@H](C)CO)C(=O)c2cc(-c3cccc(C#N)c3)cnc2O[C@@H]1CN(C)C,-1.9
C[C@@H]1CN([C@H](C)CO)C(=O)c2cc(-c3cccnc3)cnc2O[C@H]1CN(C)C(=O)Nc1ccccc1,2.3
CO[C@@H]1CN(C)C(=O)c2cc(NC(=O)C3CCCCC3)ccc2OC[C@@H](C)N(Cc2nccs2)C[C@H]1C,0.8
C[C@H](CO)N1C[C@H](C)[C@@H](CN(C)Cc2ccccc2)Oc2cc(Br)ccc2S1(=O)=O,-2.7
O=C(Nc1cccc(F)c1)N1CCCCN2[C@H](CO)[C@@H](c3ccc(C#Cc4cccnc4)cc3)[C@H]2C1,-1.8
O=C(NCC[C@H]1CC[C@@H](NS(=O)(=O)c2ccccc2)[C@@H](CO)O1)c1cc(Cl)cc(Cl)c1,-0.6
Cc1noc(C)c1S(=O)(=O)N(C)C[C@@H]1Oc2ccc(NC(=O)NC3CCCCC3)cc2CC(=O)N([C@@H](C)CO)C[C@H]1C,-2.2
COc1ccc(S(=O)(=O)Nc2cccc3c2O[C@H](CN(C)Cc2ccc4c(c2)OCO4)[C@H](C)CN([C@H](C)CO)C3=O)cc1,2.4
CO[C@@H]1CN(C)C(=O)c2cc(NC(=O)C3CCCCC3)ccc2OC[C@@H](C)N(Cc2cccnc2)C[C@H]1C,0.9
CCC(=O)N1[C@H](CO)[C@@H](c2ccc(C3=CCCCC3)cc2)[C@@H]1CN(C)C(C)=O,-0.2
C[C@@H]1CN([C@@H](C)CO)C(=O)Cc2cc(N(C)C)ccc2O[C@H]1CN(C)S(=O)(=O)c1cn(C)cn1,-2.3
O=C(C[C@H]1CC[C@@H](NS(=O)(=O)c2ccccc2)[C@H](CO)O1)NCc1ccccc1F,-2.0
Cc1ccc(-c2ccc([C@@H]3[C@@H](CO)N4CCCCN(C(=O)c5ccc(F)cc5)C[C@H]34)cc2)cc1,11
O=C(C[C@H]1C[C@@H]2c3cc(NC(=O)c4ccc5c(c4)OCO5)ccc3O[C@@H]2[C@H](CO)O1)NCC(F)(F)F,-1.9
CO[C@H]1CN(C)C(=O)c2cc(NC(=O)Cc3ccccc3)ccc2OC[C@@H](C)N(C(=O)c2ccccc2F)C[C@@H]1C,-1.9
C[C@@H]1CN([C@@H](C)CO)S(=O)(=O)c2ccc(-c3cccc(F)c3)cc2O[C@@H]1CN(C)CC1CC1,-0.4
CNC[C@@H]1Oc2c(NC(=O)Nc3c(C)noc3C)cccc2C(=O)N([C@@H](C)CO)C[C@H]1C,-1.9
C[C@@H]1CN([C@H](C)CO)C(=O)c2cc(NC(=O)Cc3cn(C)c4ccccc34)ccc2O[C@H]1CN(C)Cc1ccccc1,-0.2
COc1ccccc1-c1cn(CC[C@H]2CC[C@H](NC(=O)C3CCC3)[C@H](CO)O2)nn1,-2.3
COc1ccc(NC(=O)N(C)C[C@@H]2Oc3ccc(NC(=O)CCCN(C)C)cc3C(=O)N([C@H](C)CO)C[C@H]2C)cc1,-2.0
O=C(NCC[C@@H]1CC[C@@H](NS(=O)(=O)c2ccc(F)cc2)[C@@H](CO)O1)Nc1ccc(Cl)cc1,4.3
COc1ccc(CNC(=O)C[C@H]2CC[C@@H](NC(=O)CN(C)C)[C@H](CO)O2)cc1,-1.8

# Two consecutive compounds out of the list so far, quoted:
SMILES,Mtb BioA inh
COc1ccc(NC(=O)N(C)C[C@@H]2Oc3ccc(NC(=O)CCCN(C)C)cc3C(=O)N([C@H](C)CO)C[C@H]2C)cc1,-2.0
O=C(NCC[C@@H]1CC[C@@H](NS(=O)(=O)c2ccc(F)cc2)[C@@H](CO)O1)Nc1ccc(Cl)cc1,4.3

# Going on with the list.
SMILES,Mtb BioA inh
C[C@@H]1CN([C@H](C)CO)C(=O)c2cc(C#C[C@@H](C)O)cnc2O[C@@H]1CN(C)Cc1cncnc1,1.0
CC(=O)N1[C@H](CNC(=O)C2CC2)[C@@H](c2ccc(-c3ccc(F)cc3)cc2)[C@@H]1CO,5.2
CC(C)CC#Cc1ccc([C@H]2[C@@H](CO)N3CCCCN(C(=O)Nc4ccccc4)C[C@@H]23)cc1,1.2
C[C@@H]1CN([C@@H](C)CO)C(=O)c2cc(NS(=O)(=O)c3ccccc3)ccc2O[C@@H]1CN(C)S(=O)(=O)c1cn(C)cn1,-1.2
Cc1cccc(S(=O)(=O)N2CC[C@@H]3[C@H]2c2cc(C#Cc4cccnc4)ccc2N[C@@H]3CO)c1,1.3
COc1cccc(CN2[C@@H]3CN(C(=O)C4CC4)c4ccccc4[C@@H]3[C@@H]2CO)c1,0.0
Cc1noc(C)c1S(=O)(=O)Nc1ccc2c(c1)C(=O)N([C@@H](C)CO)C[C@H](C)[C@H](CN(C)S(=O)(=O)c1ccccc1)O2,0.8
C[C@H](CO)N1C[C@H](C)[C@@H](CN(C)C(=O)Nc2ccc3c(c2)OCO3)OCCCC[C@H](C)Oc2ccc(NC(=O)c3ccccc3)cc2C1=O,1.0
C[C@@H]1CN([C@@H](C)CO)C(=O)c2cc(-c3ccc(F)cc3)cnc2O[C@H]1CN(C)Cc1ccc(C(=O)O)cc1,-2.4
Cc1cccc(S(=O)(=O)N2CCCCN3[C@@H](CO)[C@@H](c4ccc(C#C[C@@H](C)O)cc4)[C@@H]3C2)c1,-3.1
O=C(C[C@H]1CC[C@@H]2[C@H](COC[C@H](O)CN2CCc2ccccc2)O1)NCc1ccccc1,0.2
O=C(CCN1CCCCC1)N[C@@H]1CC[C@H](CCn2cc(-c3ccc(F)cc3)nn2)O[C@@H]1CO,-1.1
C[C@H](CO)N1C[C@H](C)[C@H](CN(C)C(=O)Nc2ccccc2)Oc2ccc(NC(=O)NC3CCCCC3)cc2C1=O,-5.5
O=C(N[C@@H]1CC[C@H](CCNS(=O)(=O)c2ccc(Cl)cc2)O[C@H]1CO)c1cccnc1,9.0
Cc1noc(C)c1NC(=O)N(C)C[C@H]1Oc2ncc(C#CCC(C)C)cc2C(=O)N([C@@H](C)CO)C[C@@H]1C,-1.3
O=C(C1CC1)N1CCCCN2[C@H](C1)[C@@H](c1ccc(C#CC3CC3)cc1)[C@@H]2CO,-0.1
C[C@H]1CN([C@@H](C)CO)C(=O)Cc2cc(NC(=O)CCC(F)(F)F)ccc2O[C@@H]1CN(C)C(=O)Nc1ccc(C(F)(F)F)cc1,1.6
N#C[C@@H]1N[C@@H](CO)[C@@H]1c1ccc(C#Cc2ccc(F)cc2)cc1,0.2
O=C(C[C@@H]1CC[C@@H]2NC[C@H](O)COC[C@H]2O1)Nc1ccccc1,0.9
O=C(NCCN1CCCC1)[C@H]1[C@H](CO)[C@H]2Cn3c(cccc3=O)[C@@H]1N2C(=O)c1ccccc1,0.5
C[C@H]1CN([C@@H](C)CO)C(=O)c2cc(NS(=O)(=O)c3ccc(F)cc3)ccc2O[C@@H]1CN(C)Cc1ccc(C(=O)Nc2ccccc2N)cc1,-2.6
C[C@@H]1CCCCO[C@@H](CN(C)Cc2ccc(C(F)(F)F)cc2)[C@@H](C)CN([C@H](C)CO)C(=O)c2cc(NC(=O)c3ccccc3)ccc2O1,-1.7
O=S(=O)(c1ccc(-c2ccccc2)cc1)N1CCN(Cc2ccc(OCCO)cc2)CC1,0.3
COc1ccc(CN(C)C[C@@H]2Oc3ccc(NS(=O)(=O)c4cn(C)cn4)cc3C(=O)N([C@H](C)CO)C[C@@H]2C)cc1,-2.4
O=C(NCC[C@H]1CC[C@H](NS(=O)(=O)c2cccc(F)c2)[C@H](CO)O1)C1CCCCC1,2.6
C[C@@H]1CN([C@@H](C)CO)C(=O)c2cc(NS(=O)(=O)c3ccccc3)ccc2O[C@@H](C)CCCCO[C@@H]1CN(C)Cc1ccc2c(c1)OCO2,1.0
Cc1ccc(S(=O)(=O)N(C)C[C@H]2Oc3ccc(NC(=O)CCN4CCOCC4)cc3C(=O)N([C@H](C)CO)C[C@H]2C)cc1,-0.9
CCC(=O)N1[C@@H]2Cn3c(ccc(-c4ccncc4)c3=O)[C@H]1[C@@H](C(=O)NC1Cc3ccccc3C1)[C@@H]2CO,-2.6
O=C(C[C@@H]1C[C@@H]2c3cc(NS(=O)(=O)c4ccccc4)ccc3O[C@@H]2[C@@H](CO)O1)NCC1CC1,-1.4
C[C@H]1CN([C@@H](C)CO)C(=O)c2ccccc2-c2ccccc2CO[C@H]1CN(C)S(=O)(=O)c1cn(C)cn1,0.5
CN(C)CC(=O)N[C@H]1CC[C@H](CCNC(=O)C2CCCC2)O[C@@H]1CO,3.7
O=C(C[C@H]1CC[C@@H]2[C@H](COC[C@@H](O)CN2Cc2nccs2)O1)NCc1ccccc1F,-0.9
C[C@H]1CN([C@@H](C)CO)C(=O)c2cc(NC(=O)Nc3ccccc3)ccc2O[C@H]1CN(C)C(=O)NC1CCCCC1,3.3
N#C[C@H]1[C@@H](c2ccc(-c3ccccc3F)cc2)[C@@H](CO)N1C(=O)C1CC1,1.5
C[C@H]1CN([C@@H](C)CO)S(=O)(=O)c2ccc(C3=CCCCC3)cc2O[C@H]1CN(C)C(=O)Cc1cccnc1,1.9
COc1ccc(S(=O)(=O)N(C)C[C@H]2Oc3cc(C#CC4CCCC4)ccc3S(=O)(=O)N([C@H](C)CO)C[C@@H]2C)cc1,-8.9
COCC(=O)Nc1ccc2c(c1)C(=O)N(C)C[C@H](OC)[C@H](C)CN(C(=O)Cc1cccnc1)[C@@H](C)CO2,0.0
CCCN1[C@@H]2c3ccc(-c4cccnc4)c(=O)n3C[C@@H]2[C@@H](CO)[C@@H]1C(=O)NC1CCC1,6.1
C[C@H](CO)N1C[C@H](C)[C@H](CN(C)C(=O)c2ccccc2)Oc2cc(-c3cccc(C#N)c3)ccc2S1(=O)=O,-1.5
C[C@@H]1CN([C@H](C)CO)C(=O)c2cc(NS(=O)(=O)c3ccc(Cl)cc3)ccc2O[C@@H]1CN(C)S(=O)(=O)c1ccc(F)cc1,1.0
CCN1[C@@H]2c3ccc(-c4cccnc4)c(=O)n3C[C@@H]2[C@@H](CO)[C@@H]1C(=O)NCCc1cn(C)cn1,2.1
COc1ccc(CN(C)C[C@H]2Oc3c(NS(=O)(=O)c4cccs4)cccc3C(=O)N([C@H](C)CO)C[C@H]2C)cc1,7.3
C[C@H](CO)N1C[C@H](C)[C@@H](CN(C)C(=O)Nc2ccc3c(c2)OCO3)Oc2c(NS(=O)(=O)c3cccs3)cccc2C1=O,0.3
O=C(NCC[C@H]1CC[C@H](NC(=O)c2ccc3c(c2)OCO3)[C@@H](CO)O1)Nc1ccc(Cl)cc1,-2.9
O=C(C[C@@H]1CC[C@H]2[C@@H](COC[C@@H](O)CN2C(=O)c2cccnc2)O1)Nc1ccc(-c2ccccc2)cc1,4.0

# 2 records drawn at random from those above:
SMILES,Mtb BioA inh
C[C@@H]1CN([C@H](C)CO)C(=O)c2cc(-c3cccc(C#N)c3)cnc2O[C@@H]1CN(C)C,-1.9
C[C@@H]1CN([C@H](C)CO)C(=O)c2cc(C#C[C@@H](C)O)cnc2O[C@@H]1CN(C)Cc1cncnc1,1.0

# Other entries follow.
SMILES,Mtb BioA inh
CN1C(=O)c2cc(NC(=O)NCc3ccccc3)ccc2OC[C@H]2O[C@@H](CC(=O)NCC3CCCCC3)CC[C@@H]21,4.6
COc1ccc(S(=O)(=O)N(C)C[C@H]2Oc3ccc(NC(=O)Cc4cn(C)c5ccccc45)cc3CC(=O)N([C@@H](C)CO)C[C@H]2C)cc1,-2.8
O=C(C[C@H]1CC[C@H](NC(=O)CN2CCOCC2)[C@H](CO)O1)NCc1cccc(F)c1,-0.9
CC(C)C#Cc1ccc2c(c1)O[C@@H](CN(C)C(=O)c1ccncc1)[C@@H](C)CN([C@@H](C)CO)S2(=O)=O,2.1
COCC(=O)Nc1ccc2c(c1)C(=O)N(C)C[C@@H](OC)[C@@H](C)CN[C@H](C)CO2,-1.6
CC(C)C#Cc1ccc([C@H]2[C@@H](C#N)N(C(=O)CN(C)C)[C@@H]2CO)cc1,1.2
Cc1ccc(S(=O)(=O)N[C@@H]2CC[C@@H](CCNC(=O)C3CCC3)O[C@@H]2CO)cc1,-2.1
C[C@H]1CN([C@@H](C)CO)C(=O)Cc2cc(NS(=O)(=O)c3cccs3)ccc2O[C@@H]1CN(C)S(=O)(=O)c1ccccc1,-4.4
COc1ccccc1-c1ccc([C@H]2[C@@H](CO)N3CCCCN(C(=O)c4cccnc4)C[C@H]23)cc1,4.6

# Ordered by formula weight (high to low): 3 of the compounds above.
SMILES,Mtb BioA inh
COc1ccc(S(=O)(=O)N(C)C[C@H]2Oc3ccc(NC(=O)Cc4cn(C)c5ccccc45)cc3CC(=O)N([C@@H](C)CO)C[C@H]2C)cc1,-2.8
C[C@H]1CN([C@@H](C)CO)C(=O)Cc2cc(NS(=O)(=O)c3cccs3)ccc2O[C@@H]1CN(C)S(=O)(=O)c1ccccc1,-4.4
O=C(C[C@H]1CC[C@H](NC(=O)CN2CCOCC2)[C@H](CO)O1)NCc1cccc(F)c1,-0.9
